From PubChem BioAssay
Tau FP inhib = blocks human tau fibril formation measured by polarization. K18 P301L tau heparin fibrillization, Alexa594 FP, 6 h. hit rate 0.39% among 280,000. Potency, µM (top dose mostly 57.7 µM), for inactives: at the top dose activity, negative = inhibition, usual class: inhibitors. P10636. AID 1468; note: potency is the fitted concentration of half-maximal effect; % is set by controls: 0 for no effect and ±100 for the full control effect; nearly all actives have a fitted effect of over 55% in size
Target sequence (P10636 561-689 P618L limits assumed): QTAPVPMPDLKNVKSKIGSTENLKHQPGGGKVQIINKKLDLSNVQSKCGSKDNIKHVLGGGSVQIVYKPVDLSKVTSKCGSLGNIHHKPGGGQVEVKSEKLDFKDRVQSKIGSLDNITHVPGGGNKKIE
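Steps: dispense K18 P301L tau (15 uM plus 0.24 uM Alexa 594 tracer, final) in pH 7 sodium acetate; add compound; add heparin (20 uM final); incubate 6 hr, 37 C; add ThT (30 uM final); after 1 hr ambient, read FP.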
NPSR antagonist = blocks cAMP signaling of the human neuropeptide S receptor; Q6W5P4; CHO-NPSR cells, cAMP TR-FRET, antagonist mode; Potency, µM (doses to about 38.3 µM), without a hit: at the highest dose activity change, negative = inhibition, actives largely listed as inhibitors; hit rate 1% among 220,000; AID 1461; note: potency is the fitted concentration of half-maximal effect; % is set by controls: 0 for no effect and ±100 for the full control effect; nearly all actives have a fitted effect of over 50% in size; many of its hits are not listed in these tables
CBFb-RUNX1 inh = inhibitors of human CBF-beta and RUNX1 interaction | AlphaScreen CBFb-His/RUNX1-biotin binding, biochemical | Potency, µM (highest dose often 59.8 µM), without a hit: at the highest dose activity, negative = inhibition, usual class: inhibitors | 230,000 tested, under 10 active | AID 1477; note: % of control where 0% means no effect
Target sequence (Q01196 whole entry, looked up): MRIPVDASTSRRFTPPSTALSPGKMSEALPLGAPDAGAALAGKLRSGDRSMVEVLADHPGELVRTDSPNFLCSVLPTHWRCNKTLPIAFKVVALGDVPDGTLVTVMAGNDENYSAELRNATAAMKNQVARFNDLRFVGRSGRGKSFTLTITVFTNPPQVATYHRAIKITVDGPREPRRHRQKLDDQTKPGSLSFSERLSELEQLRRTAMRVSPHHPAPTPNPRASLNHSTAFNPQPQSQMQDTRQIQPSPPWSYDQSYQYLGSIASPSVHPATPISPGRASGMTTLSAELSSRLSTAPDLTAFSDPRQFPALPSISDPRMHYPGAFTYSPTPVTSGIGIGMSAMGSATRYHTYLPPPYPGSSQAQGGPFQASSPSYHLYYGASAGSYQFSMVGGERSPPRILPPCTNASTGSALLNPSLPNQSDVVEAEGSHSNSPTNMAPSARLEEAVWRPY
Target sequence (Q13951 whole entry, looked up): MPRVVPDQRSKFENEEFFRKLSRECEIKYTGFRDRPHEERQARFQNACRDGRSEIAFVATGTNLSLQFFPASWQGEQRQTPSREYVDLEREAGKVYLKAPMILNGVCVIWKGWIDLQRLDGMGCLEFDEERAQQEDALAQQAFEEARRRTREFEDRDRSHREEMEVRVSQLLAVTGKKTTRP
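Bead-based AlphaScreen assay; binding partners His-tagged CBF-beta and biotinylated RUNX1 at 30 nM each. Compound exposure 15 min after a 20-min protein preincubation; bead step 90 min; all steps at room temperature.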
aGal spleen mod = inhibitors or activators of human alpha-galactosidase in spleen homogenate; Potency, µM (highest dose often 80 µM), for inactives: top-dose activity change, negative = inhibition, usual class: inhibitors; AID 2107; hit rate 0.008% among 240,000; human spleen homogenate, 4MU-alpha-Gal fluorescence, 40 min; P06280;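 note: potency is the fitted concentration of half-maximal effect; 0% = enzyme with vehicle and -100% = no enzyme basal signal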
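Fluorogenic readout (Ex 365/Em 440 nm) of 4-methylumbelliferone released from 1 mM 4-MU-alpha-galactoside by spleen homogenate, 40 min at 37C, pH 5.0. Data normalized to no-enzyme and enzyme controls; Hill-equation AC50 from compound titrations.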
Tau fluor counter = counter-screen for tau fibril formation inhibitors; tau K18 P301L Alexa594 fluorescence, heparin fibrillization; Potency, µM (doses to about 57.7 µM), inactives show at the highest dose activity change, negative = decrease; hit rate 0.93% among 280,000; AID 1463; note: potency is the fitted concentration of half-maximal effect; % is set by controls: 0 for no effect and ±100 for the full control effect; nearly all actives have a fitted effect of over 55% in size
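Human tau K18 P301L (15 uM unlabeled, 0.24 uM Alexa 594-labeled) in 100 mM sodium acetate pH 7 with 20 uM heparin, 6 hr at 37 C. ThT 30 uM added, 1 hr ambient; Alexa 594 FP and total fluorescence read at 555/632 nm.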
TR SRC2 fluor cs = counter-screen for TRb-SRC2 inhibitors: fluorescence interference; TRb/SRC2 Texas Red total fluorescence interference; Potency, µM (doses to about 106 µM), without a hit: at the highest dose fluorescence change, negative = quenching; hit rate 0.29% among 280,000; AID 1479; active = well fitted curve in either direction with a large enough effect; inconclusive = small, poorly fitted or top-dose-only effect; note: potency is the fitted concentration of half-maximal effect; % is set by controls: 0 for no effect and ±100 for the full control effect
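Flags fluorescent or light-absorbing compounds by total fluorescence, S + 2P, at 555 nm excitation and 632 nm emission. Mixture: 20 nM Texas Red SRC2 peptide, 0.6 uM human TRb LBD, 1 uM T3, 5% DMSO; compound exposure 5 h at ambient temperature.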
TRb-SRC2 inh = TRbeta-SRC2 interaction inhibition | P10828 | TRbeta-SRC2 peptide binding, fluorescence polarization; receptor liganded with 1 µM T3 | Potency, µM (titrated, usually from 106 µM), inactives show top-dose activity change, negative = inhibition, usual class: inhibitors | hit rate 0.065% among 280,000 | AID 1469;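 note: potency is the fitted concentration of half-maximal effect; plate controls were bound peptide for no effect and peptide without receptor for full effect; nearly all actives have a fitted effect of over 50% in size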
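Fluorescence polarization of 20 nM Texas Red SRC2 peptide (20-aa NR interaction domain) bound to 0.6 uM human TRb ligand-binding domain, with 1 uM T3, after 5 hr at ambient temperature; inhibition seen as decreased polarization.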
Epigenetic derep = epigenetic control regulation, reporter derepression; murine LDR cells, GFP reporter derepression, 30 h; Potency, µM (highest dose often 53.9 µM), for the others: top-dose GFP activation, most hits filed as activators; hit rate 0.2% among 280,000; note: potency is the fitted concentration of half-maximal effect; % of control where 0% means no effect; nearly all actives have a fitted effect of over 60% in size
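Reporter derepression read as number of fluorescent GFP-positive objects, 20-120 um in size, counted by laser-scanning cytometer. Mouse LDR line with an epigenetically silenced CMV-GFP locus; compound incubation 30 h, 37 C.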
An asterisk follows results filed as active; u = inconclusive; x = no result given; [ ] = another dose, or the depositor's remark. Unless noted, calls come from the whole dose curve; as a rule, active = well fitted curve in the direction sought with a large enough effect; inconclusive = small, poorly fitted or top-dose-only effect, or another doubt; inactive = no such curve, though single readings can be large; an effect the other way counts as inactive or inconclusive. Not all compounds are listed (hit frequency here may not be typical).

SMILES | Tau FP inhib | NPSR antagonist | CBFb-RUNX1 inh | aGal spleen mod | Tau fluor counter | TR SRC2 fluor cs | TRb-SRC2 inh | Epigenetic derep
COc1ccc(CC(=O)NCC(=O)N/N=C(/C)c2ccco2)cc1 | -2.1% | 10.7% | 0.5% | 8.8% | -2.0% | 0.8% | 1.5% | -0.3%
CC(C)(C)n1ncc2c(=O)n(CC(=O)Nc3ccc4c(c3)OCCO4)cnc21 | -0.2% | -4.9%[46.1 µM] | 1.0% | 0.8% | -8.3% | -2.8% | 3.4% | -0.1%
COc1cc(NC(=O)c2ccco2)c(OC)cc1NC(=O)c1cc(OC)c(OC)c(OC)c1 | 9.2% | -15.2%[46.1 µM] | 6.3% | 3.0% | u | -4.4% | -5.3% | 1.5%
CC(=O)Nc1c(O)nc(C)[nH]c1=O | -7.6% | 5.6% | 11.2% | 3.8% | -29.4% | -0.3% | 9.6% | -2.4%
Cc1[nH]c(C)c(C(=O)O)c1CNC1CCCCC1C (stereo not given) | -2.1% | u | 2.4% | -6.4% | 0.9% | -3.0% | 2.2% | -1.2%
Cc1ccc(OCC(O)CN2CCN(CC(O)COC(C)C)CC2)c(C(C)(C)C)c1 (stereo not given) | 3.6% | -2.7%[46.1 µM] | 11.1% | -4.5% | -2.5% | -2.5% | 1.9% | 0.0%
CCC(Cc1ccccc1)NC(=O)C1CCC(CNc2c(N3CCCC3)c(=O)c2=O)CC1 (stereo not given) | 4.4% | -7.0%[46.1 µM] | 1.4% | -17.2% | -5.4% | -1.6% | -2.4% | -4.2%
Cc1ccc(Nc2ccccc2)cc1 | 0.6% | 12.4%[46.1 µM] | 0.5% | -4.6% | 6.1% | -1.0% | -23.3% | -2.9%
COc1cc2nc(C3CCC3)n(NC(=O)COc3ccccc3)c(=O)c2cc1OC | 0.8% | -16.6%[46.1 µM] | -4.7% | -0.1% | -1.9% | -9.1% | 0.6% | 0.1%
CC(=O)N1CCN(Cc2nc(C(c3ccccc3)c3ccccc3)no2)CC1 | 9.2% | 4.7% | 5.3% | -2.5% | -3.9% | 0.6% | 8.7% | 2.5%
O=C(O)c1cccc(NC(=O)c2cccc(S(=O)(=O)N3CCc4ccccc4C3)c2)c1 | 7.9% | 3.2% | 4.2% | 5.2% | 5.4% | 0.1% | -3.1% | -0.2%
Cc1cccc(N2CCN(C(=O)c3cc4c(=O)[nH]c5ccc(C)cc5c4s3)CC2C)c1 (stereo not given) | 11.0% | x | x | x | u | -55.3%[53 µM] | -15.2%[53 µM] | 4.1%
Cc1nc2ccccc2c2nc(NC(=O)Cc3ccccc3)nn12 | -5.7% | -1.6%[46.1 µM] | 4.5% | -15.5% | -2.2% | 1.6% | -15.8% | -2.1%
CC(=O)c1cc(NC(=O)c2ccc(C)cc2)c(=O)oc1C | u | -24.6% | -18.3% | -0.6% | -11.5% | -1.2% | -3.3% | -2.1%
Cc1cnc(NC(=O)CCCc2nc3ccccc3s2)s1 | -6.1% | -9.5%[46.1 µM] | 1.6% | -0.3% | -11.1% | -0.5% | -2.2% | 13.3%
CCOC(=O)C1=C(C)Nc2ncnn2C1c1c[nH]c2ccccc12 (stereo not given) | 8.6% | 0.6%[46.1 µM] | 8.2% | -10.8% | 8.1% | 0.5% | 3.1% | -0.2%
CCOC(=O)C1=C(C)C2C3C(=O)N(c4ccccc4C)C(=O)C3C1(C)C1C(=O)N(c3ccccc3C)C(=O)C21 (stereo not given) | -4.7% | -1.5% | -3.9% | 7.4% | -13.9% | 3.4% | -1.2% | 1.3%
Cc1cc(C)c(NC(=O)C(C)c2cccc(C(=O)c3ccccc3)c2)c(C)c1 (stereo not given) | 3.4% | u | 3.3% | 9.4% | -10.5% | 2.2% | 2.1% | -1.2%
COc1ccc(CSc2n[nH]c(C)n2)cc1[N+](=O)[O-] | 13.3% | 7.6% | 1.4% | 1.9% | 4.4% | -1.9% | 12.1% | 0.0%
O=S(=O)(NCc1ccco1)c1cnc(Cl)c(Br)c1 | 0.4% | -19.1% | -3.2% | 3.7% | -1.6% | -2.7% | 2.6% | -2.0%
CCOc1ccc(NC(=O)Cn2c(=O)n(CCCCC(=O)NCc3ccc4c(c3)OCO4)c(=O)c3ccccc32)cc1 | -19.5% | x | x | x | -23.5% | 1.7% | 1.2% | 13.3%
COc1cccc(NC(=O)CN(C)C(C)C(=O)Nc2ccc(C(C)=O)cc2)c1 (stereo not given) | -0.8% | -0.8% | 2.4% | -3.1% | -6.8% | -3.2% | 7.1% | -1.3%
CCN(CC(=O)NCc1cccs1)C(=O)c1ccccc1F | 8.4% | 11.6% | 13.9% | 3.6% | 3.0% | 1.4% | -5.6% | 1.4%
CS(=O)(=O)N(CCc1ccccc1)CC(=O)NCc1ccc2c(c1)OCO2 | -1.7% | -13.5%[46.1 µM] | -6.5% | 1.3% | -6.2% | 1.7% | -12.7% | -1.6%
N#CCCCSc1nnc(Cc2ccc3c(c2)OCO3)o1 | 6.4% | -2.7%[46.1 µM] | -8.1% | -25.6% | -0.9% | -1.7% | -21.2% | -1.0%
SMILES | Tau FP inhib | NPSR antagonist | CBFb-RUNX1 inh | aGal spleen mod | Tau fluor counter | TR SRC2 fluor cs | TRb-SRC2 inh | Epigenetic derep
COc1ccc(/C=C2\SC(=S)N(C(C(=O)O)c3ccccc3)C2=O)c(OC)c1 (stereo not given) | -10.7% | -40.9% | -16.5% | -2.1% | -10.7% | -4.2% | 0.9% | 1.3%
O=C1c2ccccc2C(=O)N1Cc1nc(-c2ccncc2)no1 | -3.3% | 3.2%[46.1 µM] | 2.9% | 4.7% | -7.4% | 0.1% | 0.8% | -5.6%
O=C(CCCn1c(=O)[nH]c2ccccc2c1=O)N1CCN(c2ccccn2)CC1 | 5.7% | 0.2% | 1.1%[2.36 µM] | 0.0% | -3.8% | 0.2% | 5.5% | u
Nc1scc(-c2ccncc2)c1Cl | 7.4% | -3.3%[46.1 µM] | -7.3% | -3.8% | u | -2.8% | 1.7% | 2.4%
CC1=C(C#N)C(Nc2cc(C)ccn2)(C(F)(F)F)C(=O)N1 (stereo not given) | 7.9% | -12.3%[46.1 µM] | -1.0% | 7.8% | -13.5% | 5.1% | 3.7% | -0.2%
O=S(=O)(c1ccc(OCC(O)CNC23CC4CC(CC(C4)C2)C3)c(Cl)c1)N1CCOCC1 (stereo not given) | 3.3% | -29.3% | 7.2% | -3.2% | -15.6% | -3.4% | 0.8% | 1.1%
O=C(CCCN1C(=O)c2cccc3cccc(c23)C1=O)NCc1cccnc1 | -1.8% | 4.8% | -1.6% | 5.8% | -9.8% | 1.0% | 1.6% | 0.9%
Cc1ccc(SCCn2nc(C(=O)O)c3ccccc3c2=O)cc1 | 6.9% | -3.3% | -6.4% | -0.6% | -1.6% | -0.1% | -11.5% | 5.6%
CC(C)OC(=O)c1cccc(C(=O)Oc2ccccc2)n1 | 0.5% | -4.3%[46.1 µM] | 3.2% | 6.0% | -1.8% | -3.8% | -11.1% | -1.4%
COC(=O)c1ccc(NC(=O)CNS(=O)(=O)c2cccs2)cc1 | -12.2% | 0.4%[46.1 µM] | -4.4% | 12.3% | -18.0% | -4.2% | -8.6% | 0.0%
O=C(NNC(=S)NC(=O)c1sc2ccccc2c1Cl)c1ccc(Cl)cc1 | 3.5% | -24.7% | -13.3% | -5.8% | -22.8% | 5.6% | -4.3% | 1.0%
O=C(NC(=S)Nc1cc(C(F)(F)F)ccc1N1CCOCC1)c1ccco1 | u | u | -6.2% | 3.2% | u | 1.9% | -6.5% | -1.0%
CN(CC(=O)Nc1ccc(F)cc1)C(=O)CSc1nc2ncc(Cl)cc2[nH]1 | 6.3% | 7.2% | 0.8% | -12.2% | -10.3% | -8.8% | -2.4% | 1.1%
Nc1nc(SCC(=O)c2cc3ccccc3o2)n[nH]1 | 4.6% | -7.0% | 2.0% | 4.7% | -4.9% | -1.8%[53 µM] | -0.3%[53 µM] | 1.5%
COc1ccccc1N1CCN(C(=S)NC(=O)/C=C/c2ccccc2)CC1 | 0.4% | 17.4% | 5.0% | -5.3% | -8.5% | 0.5% | -2.0% | -0.5%
Cc1cccc(NC(=S)N(C)Cc2cn(C)c3ccccc23)c1 | 2.5% | -32.2% | -0.2% | -0.5% | u | -0.3% | 3.5% | -1.1%

An excerpt from above in order of heavy-atom count, largest number first:
SMILES | Tau FP inhib | NPSR antagonist | CBFb-RUNX1 inh | aGal spleen mod | Tau fluor counter | TR SRC2 fluor cs | TRb-SRC2 inh | Epigenetic derep
O=S(=O)(c1ccc(OCC(O)CNC23CC4CC(CC(C4)C2)C3)c(Cl)c1)N1CCOCC1 (stereo not given) | 3.3% | -29.3% | 7.2% | -3.2% | -15.6% | -3.4% | 0.8% | 1.1%
Cc1ccc(SCCn2nc(C(=O)O)c3ccccc3c2=O)cc1 | 6.9% | -3.3% | -6.4% | -0.6% | -1.6% | -0.1% | -11.5% | 5.6%
COC(=O)c1ccc(NC(=O)CNS(=O)(=O)c2cccs2)cc1 | -12.2% | 0.4%[46.1 µM] | -4.4% | 12.3% | -18.0% | -4.2% | -8.6% | 0.0%

Single records, as listed above:
Results for CC1=C(C#N)C(Nc2cc(C)ccn2)(C(F)(F)F)C(=O)N1 (stereo not given) = Tau FP inhib = 7.9%; NPSR antagonist = -12.3%[46.1 µM]; CBFb-RUNX1 inh = -1.0%; aGal spleen mod = 7.8%; Tau fluor counter = -13.5%; TR SRC2 fluor cs = 5.1%; TRb-SRC2 inh = 3.7%; Epigenetic derep = -0.2%
Results for Cc1cccc(N2CCN(C(=O)c3cc4c(=O)[nH]c5ccc(C)cc5c4s3)CC2C)c1 (stereo not given) = Tau FP inhib = 11.0%; NPSR antagonist = x; CBFb-RUNX1 inh = x; aGal spleen mod = x; Tau fluor counter = u; TR SRC2 fluor cs = -55.3%[53 µM]; TRb-SRC2 inh = -15.2%[53 µM]; Epigenetic derep = 4.1%
